High-throughput results as filed in PubChem BioAssay.
MEKK2wt PB1 HTS: raises or lowers MEK5 binding to wildtype human MEKK2 PB1 domain; Q9Y2U5; bead flow cytometry, Alexa488-MEK5 binding to MEKK2 WT; actives lie on both sides; binding response (% of control), % at 10 µM; 1.1% of 290,000 active; AID 1531; in the data active = binding response below about 67% or above about 130%
MEKK2 mut-MEK5: signal of MEK5 binding to mutant human MEKK2 PB1 domain; AID 1530; percent response, % at 10 µM; bead flow cytometry, Alexa488-MEK5 binding to MEKK2 mutant; 0.35% of 290,000 active; in the data active = percent response above about 24%, passing the limit was not always enough; note: inactives centre near 1; some results filed as inactive read as strong as hits; reference of the scale not given here
SUMO HTRF inh: inhibitors of human SUMOylation (UBC9). HTRF SUMOylation assay, SAE1/SAE2 + UBC9, in vitro. 0.36% of 290,000 active. inhibition, % at 35 µM; in the data active = inhibition above about 50%, passing the limit was not always enough; note: strong numbers were not always called active
Target sequence (P63279 whole entry, looked up): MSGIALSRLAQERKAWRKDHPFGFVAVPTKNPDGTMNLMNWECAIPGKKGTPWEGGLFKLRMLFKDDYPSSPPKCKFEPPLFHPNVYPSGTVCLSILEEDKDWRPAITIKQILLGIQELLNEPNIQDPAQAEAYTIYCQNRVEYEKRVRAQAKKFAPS
IDE act: boosts human insulin-degrading enzyme activity in HEK cells | activation, % at 5.96 µM | AID 493087 | 0.073% of 340,000 active | FAbeta-B cleavage, fluorescence polarization; 0% vehicle, 100% cell-free pure enzyme wells;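 active = activation above the mean of all tested compounds plus 3 SD, set per screening campaign, cut at about 17% in these data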
NALP1 inh: inhibitors of NALP1 inflammasome in yeast; S. cerevisiae NALP1/ASC/caspase-1 growth, X-gal OD620, 72 h; inhibition, % at 10 µM; 0.61% of 280,000 active; AID 2071; in the data active = inhibition mostly above about 24%, no sharp cut-off; inactive = mostly below about 32%; note: some compounds called inactive have numbers as strong as hits
M18AAP inhibitor: blocks P. falciparum M18 aspartyl aminopeptidase; recombinant PfM18AAP, H-Glu-NHMec fluorogenic cleavage; 1.2% of 290,000 active; inhibition, % at 7.35 µM;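 active = inhibition above the campaign mean inhibition over all tested compounds plus 3 SD, cut at about 28% in these data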;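 note: 0% = plate median of test compound wells and 100% = 2 mM ZnCl2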
IDE cell inh: inhibits human insulin-degrading enzyme in HEK cells. P14735. FAbetaB cleavage, fluorescence polarization. inhibition, % at 5.59 µM. 0.41% of 320,000 active. AID 434962;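 active = percent inhibition above the average of all tested compounds plus 3 SD, set per screening campaign, cut at about 16% in these data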;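 note: IDE supplied by intact live HEK cells; FP after avidin binding of uncleaved biotin substrate so inhibition keeps polarization high; 0% = DMSO wells and 100% = 60 µM reference IDE inhibitor Ii1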
MEKK3 PB1 HTS: MEKK3-MEK5 PB1 interaction, increase or decrease. bead-based flow cytometry, Alexa488-MEK5 binding to MEKK3; actives lie on both sides; 0 = blocked by unlabeled MEK5, 100 = vehicle. AID 1529. 1.4% of 290,000 active. binding response (% of control), % at 10 µM. Q99759;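 active = binding response more than 3 SD above or below the average of its plate-row segment, actives on both sides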;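 note: Alexa488 bead fluorescence after subtracting the streptavidin-only scavenger bead signal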
Target sequence (Q99759 whole entry, looked up): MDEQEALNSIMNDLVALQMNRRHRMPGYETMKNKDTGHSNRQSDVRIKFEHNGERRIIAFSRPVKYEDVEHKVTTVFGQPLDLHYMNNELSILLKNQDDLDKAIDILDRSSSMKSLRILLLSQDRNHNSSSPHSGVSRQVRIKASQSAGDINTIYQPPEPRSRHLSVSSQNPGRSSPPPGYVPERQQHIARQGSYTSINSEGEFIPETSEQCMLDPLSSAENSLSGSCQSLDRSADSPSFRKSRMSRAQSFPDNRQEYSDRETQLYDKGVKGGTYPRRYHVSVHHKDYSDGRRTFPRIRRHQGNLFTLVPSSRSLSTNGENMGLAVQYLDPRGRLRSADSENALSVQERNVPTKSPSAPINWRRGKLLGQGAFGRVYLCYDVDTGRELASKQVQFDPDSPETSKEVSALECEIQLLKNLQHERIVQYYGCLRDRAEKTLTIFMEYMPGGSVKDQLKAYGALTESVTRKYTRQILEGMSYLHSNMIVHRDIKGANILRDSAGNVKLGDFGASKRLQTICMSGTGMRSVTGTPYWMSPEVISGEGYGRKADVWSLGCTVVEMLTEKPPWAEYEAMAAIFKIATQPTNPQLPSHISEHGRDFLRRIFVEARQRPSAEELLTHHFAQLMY
pCIP destab: p/CIP protein destabilization; F442A p/CIP-EGFP cells, EGFP fluorescence, 16 h; decrease of EGFP signal, % at 10 µM; 0.01% of 290,000 active;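 active = EGFP signal decrease of at least 30% at 10 µM or well 3 SD below plate mean, unless failing retest; inactive = the rest, including hits failing retest or dose response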; note: some compounds called inactive have numbers as strong as hits; many of its hits are not listed in these tables
Numbers without * were called inactive; / = not tested or not shown.

SMILES	MEKK2wt PB1 HTS	MEKK2 mut-MEK5	SUMO HTRF inh	IDE act	NALP1 inh	M18AAP inhibitor	IDE cell inh	MEKK3 PB1 HTS	pCIP destab
CCCc1cc(=O)oc2c(CN3CCOCC3)c(O)ccc12	99.0	-2.0	18.9	3.4	-0.3	0.4	6.4	96.0	3.8
O=C(NCc1csc2ccc(Cl)cc12)Nc1ccccc1	99.0	3.0	15.6	4.6	7.7	-0.3	10.5	95.0	-7.0
N#Cc1c(NC(=O)C2CC2)sc2c1CCCCC2	99.0	1.0	11.3	-3.6	25.8	8.2	4.5	102.0	-1.7
COc1ccc2c(c1)cc(C(=O)N[C@@H](CCSC)C(=O)N1CCC(C(=O)O)CC1)n2C	103.0	-1.0	9.8	5.9	6.8	-6.6	4.4	100.0	2.4
O=[N+]([O-])c1cc(Cl)ccc1Sc1cccc2cccnc12	103.0	2.0	-0.6	-3.3	11.2	-12.7	-21.1	105.0	-2.5
Cc1cc(C)nc(NC(=O)CSc2nc3cc(Cl)ccc3s2)n1	103.0	-1.0	25.3	3.5	-0.6	0.1	1.4	102.0	-4.3
O=C(COC(=O)C1COc2ccccc2O1)Nc1ccc2c(c1)CCC2 (stereo not drawn)	104.0	2.0	-7.1	-1.3	0.7	1.4	1.6	97.0	-8.3
Cc1ccc(CSc2nnc3c(n2)OC2(Nc4ccccc4-3)C(=O)Nc3ccc(F)cc32)cc1 (stereo not drawn)	/	/	2.3	2.4	15.9	6.4	-1.6	/	-0.5
O=C(CSc1nnc2ccccn12)Nc1ccc(S(=O)(=O)N2CCOCC2)cc1	86.0	-10.0	8.2	0.8	16.9	-11.9	1.4	100.0	14.2
COC(=O)CSC1=C(C#N)C(c2ccsc2)CC(=O)N1 (stereo not drawn)	101.0	4.0	1.4	4.0	3.7	0.1	1.3	112.0	11.5
CNC(=O)COc1coc(CN2CCN(c3ccc(F)cc3)CC2)cc1=O	105.0	6.0	6.6	0.8	7.1	3.2	3.1	103.0	1.3
CCc1ccc(NC(=O)C(C)OC(=O)CCC(=O)c2cccs2)cc1 (stereo not drawn)	100.0	-1.0	-5.6	-4.4	38.7	2.6	1.6	100.0	-2.5
COCCCn1c(SCc2cccc(C(F)(F)F)c2)nc2cc(OC)c(OC)cc2c1=N	123.0	-4.0	-45.7	9.4	-2.6	-10.0	-0.6	96.0	-16.3
CCOC(=O)Cc1csc(NC(=O)Cc2ccc([N+](=O)[O-])cc2)n1	102.0	1.0	-4.6	3.3	15.8	2.3	0.5	132.0*	1.5
CSc1cccc(NC(=O)CCc2ccccc2)c1	96.0	-1.0	6.9	1.0	0.3	-9.3	4.9	102.0	-2.2
CC(C)c1csc(CN2CCN(Cc3ccc(F)c(F)c3)C(CCO)C2)n1 (stereo not drawn)	108.0	2.0	16.7	0.6	-2.4	-1.3	-2.4	103.0	-8.4
O=C(O)c1ccc(COc2ccc(/C=N/NC(=O)c3cccs3)cc2)cc1	/	/	12.7	3.8	-6.5	1.6	10.2	/	-2.2
Cc1ccc(Nc2nc(CSc3nnc(-c4ccncc4)n3-c3ccccc3C)cs2)cc1	104.0	-1.0	-8.9	2.0	3.6	16.5	2.9	138.0*	5.6
CC1CN(C(=O)CCC(=O)NCc2ccc(F)cc2)c2ccccc2S1 (stereo not drawn)	93.0	-4.0	9.2	8.5	5.9	-9.1	-0.4	97.0	-10.5
Cc1ccc(CS(=O)(=O)CC(C)(O)c2ccccc2)cc1 (stereo not drawn)	96.0	-1.0	13.8	6.2	34.6	-18.6	-4.3	99.0	-4.6
O=C(CCC(=O)c1cccs1)Nc1ccccc1F	103.0	2.0	6.4	5.3	-8.8	-13.9	4.7	101.0	5.5
CC(C)(C)c1ccc(C(=O)NCCn2c(N)c(C#N)c3nc4ccccc4nc32)cc1	94.0	-5.0	27.7	0.6	19.2	-3.7	2.0	96.0	0.4
CC(C)(C)c1ccc(OCC(=O)NNC(=O)C2CCCO2)cc1 (stereo not drawn)	100.0	-7.0	11.3	-0.8	-6.2	15.9	-5.1	104.0	-12.0
Cc1ccc(NC(=O)C2CCCN2S(=O)(=O)c2ccc3c(c2)n(C)c(=O)c(=O)n3C)cc1 (stereo not drawn)	96.0	-4.0	9.4	-0.3	17.0	-10.5	-4.6	95.0	-8.9

No new results follow: an excerpt of the list.
SMILES	MEKK2wt PB1 HTS	MEKK2 mut-MEK5	SUMO HTRF inh	IDE act	NALP1 inh	M18AAP inhibitor	IDE cell inh	MEKK3 PB1 HTS	pCIP destab
CCCc1cc(=O)oc2c(CN3CCOCC3)c(O)ccc12	99.0	-2.0	18.9	3.4	-0.3	0.4	6.4	96.0	3.8
O=C(NCc1csc2ccc(Cl)cc12)Nc1ccccc1	99.0	3.0	15.6	4.6	7.7	-0.3	10.5	95.0	-7.0

(further entries)
SMILES	MEKK2wt PB1 HTS	MEKK2 mut-MEK5	SUMO HTRF inh	IDE act	NALP1 inh	M18AAP inhibitor	IDE cell inh	MEKK3 PB1 HTS	pCIP destab
Cc1cc2ncn(C3CC(=O)N(Cc4ccc(N5CCCC5=O)cc4)C3=O)c2cc1C (stereo not drawn)	105.0	3.0	3.6	-4.8	14.2	-3.6	3.2	102.0	-2.2
O=C(OCc1cc(=O)n2c(n1)sc1ccccc12)c1cccc(O)c1	96.0	-2.0	21.9	5.0	27.6	-0.9	-5.7	96.0	-13.1
O=C(NC(=S)Nc1ccccc1O)c1cccnc1	105.0	1.0	-6.3	1.2	10.4	22.7	-0.1	101.0	-1.0
COc1ccc(N2CSC3=C(C#N)C(c4cccc(OC)c4OC)CC(=O)N3C2)cc1 (stereo not drawn)	108.0	9.0	12.7	-30.1	-16.9	28.4*	1.1	110.0	3.8
COc1ccc(N2CCN(S(=O)(=O)c3ccc4c(c3)N(C(C)=O)CCO4)CC2)cc1	102.0	-1.0	-23.8	0.5	18.5	5.0	3.2	102.0	-2.5
COc1ccc(-c2csc(C3=C(O)CN(Cc4ccc(Cl)cc4)C3=N)n2)cc1OC	101.0	4.0	7.3	-3.7	3.1	-1.7	-0.6	98.0	-16.3
O=C(Nc1cn(-c2ccccc2)nc1-c1ccc(F)cc1)c1ccccc1	104.0	0.0	-6.2	-1.4	18.7	3.0	-6.5	123.0	-0.9
COc1ccccc1NC(=O)c1c(NC(=O)CCC(=O)O)sc2c1CCCCC2	97.0	-10.0	17.0	1.5	8.0	20.4	1.9	92.0	-23.3
O=C(CCc1nnc(CCCc2ccccc2)o1)N1CCCCCC1	98.0	-3.0	10.6	-0.2	2.8	2.5	6.5	104.0	2.9
COC(=O)CSC1=C(C#N)C(c2ccccc2F)CC(=O)N1 (stereo not drawn)	93.0	8.0	-0.8	-1.9	0.2	/	-4.0	97.0	5.6
O=C(CCC(=O)N1CCN(c2ccccc2F)CC1)N1CCN(c2ccccc2)CC1	102.0	3.0	-19.5	-6.5	7.2	0.7	3.5	99.0	9.9
O=C(CN1C(=O)CCC1=O)Nc1nc(-c2cccs2)cs1	95.0	-6.0	-15.6	-1.5	0.8	0.7	5.4	89.0	7.0

Printed as active in MEKK3 PB1 HTS, of those listed so far:
SMILES	MEKK2wt PB1 HTS	MEKK2 mut-MEK5	SUMO HTRF inh	IDE act	NALP1 inh	M18AAP inhibitor	IDE cell inh	MEKK3 PB1 HTS	pCIP destab
CCOC(=O)Cc1csc(NC(=O)Cc2ccc([N+](=O)[O-])cc2)n1	102.0	1.0	-4.6	3.3	15.8	2.3	0.5	132.0*	1.5
Cc1ccc(Nc2nc(CSc3nnc(-c4ccncc4)n3-c3ccccc3C)cs2)cc1	104.0	-1.0	-8.9	2.0	3.6	16.5	2.9	138.0*	5.6

(next part)
SMILES	MEKK2wt PB1 HTS	MEKK2 mut-MEK5	SUMO HTRF inh	IDE act	NALP1 inh	M18AAP inhibitor	IDE cell inh	MEKK3 PB1 HTS	pCIP destab
COC(=O)c1ccsc1NC(=O)CN1CCN(c2ccc(F)cc2)CC1	101.0	8.0	-14.9	-2.8	8.2	-4.3	-1.2	96.0	4.5
COc1ccc2cc(CCN3C(=O)c4ccccc4C3=O)c(=O)[nH]c2c1	97.0	-5.0	8.2	-7.4	26.3	0.0	6.5	97.0	-15.0
O=C(CCl)Nc1ccccc1C(=O)NCc1ccccc1	83.0	-9.0	9.2	-0.4	22.6	7.9	-1.5	71.0	-9.9
CC(=O)c1cccc(NC(=O)C2C3C=CC(C3=C(c3ccccc3)c3ccccc3)C2C(=O)O)c1 (stereo not drawn)	82.0	-7.0	31.0	5.9	18.6	-8.3	-1.1	81.0	-15.3
OCCN1CCN(c2cc(C(F)(F)F)nc3ccccc23)CC1	92.0	-4.0	16.0	2.4	/	-10.1	-8.5	102.0	6.7
Cc1ccc(NC(=O)c2sc(N)nc2C)cc1	104.0	8.0	5.4	0.5	12.6	-9.9	0.9	106.0	1.7
CCOC(=O)N1CCC(N2C(=O)c3ccc(C(=O)Nc4ccc(F)cc4F)cc3C2=O)CC1	111.0	7.0	-9.1	5.1	9.4	2.6	3.8	108.0	6.6
OCCN1CCN(C(=S)NCCc2ccccc2)CC1	101.0	2.0	-4.6	3.7	27.9	2.9	2.7	99.0	1.5
CCCCn1c(SCC(=O)Nc2cc(C)on2)nnc1-c1ccco1	89.0	1.0	19.1	-1.5	-0.5	0.4	-1.2	90.0	-15.5
COC(=O)N1[C@H](C)C=C[C@]1(Cc1ccccc1)C(=O)O	101.0	2.0	-0.5	4.0	16.4	-8.0	-1.1	109.0	-15.3
O=C(NCc1ccco1)C(c1ccco1)N(CCc1ccccc1)C(=O)Cn1nnc2ccccc21 (stereo not drawn)	99.0	3.0	10.6	1.8	13.9	9.4	5.8	102.0	-18.8
C#CCNC(=O)C1=C[C@@H](c2ccc(C#C)cc2)C[C@@H](OCc2ccc(CO)cc2)O1	103.0	2.0	/	0.3	/	/	6.0	104.0	/
Cc1ccc(-c2nonc2NC(=O)c2ccco2)cc1	100.0	-6.0	-2.1	0.1	20.6	-1.8	0.8	97.0	10.5
COc1ccccc1NC(=O)C(C)Sc1nnnn1C (stereo not drawn)	104.0	2.0	8.6	0.5	6.6	/	0.8	103.0	-19.6
c1ccc2c(Cn3nnc4ccccc43)cccc2c1	108.0	5.0	8.0	4.8	4.4	-11.4	-4.1	107.0	-9.9
Cc1ccc(C(=O)CSc2cnc3ccccc3n2)cc1C	103.0	-1.0	3.9	-4.8	22.2	4.8	1.4	107.0	-8.6
CC(Sc1nncs1)C(=O)Nc1ccc(Cl)cn1 (stereo not drawn)	96.0	5.0	-7.3	1.6	5.9	5.3	-0.8	94.0	4.6
CCOC(=O)NC(Nc1cc(C)on1)(C(F)(F)F)C(F)(F)F	98.0	-3.0	15.0	4.2	-3.3	-8.0	3.0	99.0	5.4
O=C(c1ccc(F)cc1)C1CCN(C(=O)c2ccccc2)CC1	109.0	7.0	8.6	3.8	2.6	1.2	-0.4	106.0	-12.3
COC(=O)c1ccncc1C(=O)Nc1ccc(OC)cc1	94.0	-5.0	11.9	3.9	9.7	4.8	2.6	96.0	-7.6
CCN1CCc2c(sc(NC(=O)c3ccc(S(=O)(=O)N4CCOCC4)cc3)c2C(N)=O)C1	107.0	8.0	-1.5	0.2	/	9.0	6.6	103.0	-6.5
COc1ccccc1NCC(=O)N/N=C(\C)c1cccs1	98.0	-3.0	13.9	-7.1	7.0	11.7	3.6	97.0	-2.1
O=C(Nc1ccc(S(=O)(=O)NCc2ccco2)cc1)c1ccncc1	101.0	0.0	1.0	2.4	3.7	1.2	-2.9	103.0	0.8
O=C(NNC1=NCCC1)c1cccc(Br)c1	99.0	0.0	-12.6	2.5	-7.0	3.6	7.4	97.0	12.7
COc1cc(C(=O)N2CCC(C(=O)Nc3cccc(C(C)=O)c3)CC2)cc(OC)c1OC	87.0	-14.0	2.5	0.0	-5.7	-0.5	4.6	83.0	-3.4
COc1ccccc1CN1C[C@@H]2C[C@@H](c3ccc(C)c(C)c3)N3CCC[C@@]23C1=O	78.0	-8.0	-1.3	2.1	10.0	-5.0	-3.3	93.0	1.3

Not all compounds are listed. The share of hits here may be higher or lower than overall.
